PAFAH1B3 inh = blocks human PAF acetylhydrolase 1B catalytic subunit 3; inhibition, % at 3.39 µM; recombinant PAFAH1B3, FP-rhodamine probe, fluorescence polarization; actives 0.28% (n = 340,000);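 active = inhibition above the screen-wide average of all tested compounds plus 3 SD, cut at about 25% in these data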;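 also: 0% = enzyme with DMSO only and 100% = wells lacking PAFAH1B3 protein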
pPAFAH inh = inhibitors of human plasma PAF acetylhydrolase (pPAFAH). Q13093. recombinant pPAFAH, FP-rhodamine probe fluorescence polarization. inhibition, % at 3.39 µM. actives 1.5% (n = 330,000);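 active = inhibition above the mean inhibition across the screen plus 3 SD, cut at about 25% in these data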;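 also: inhibitors block binding of the rhodamine activity-based probe so polarization drops; 0% = enzyme with DMSO and 100% = wells lacking pPAFAH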
Target sequence (Q13093 whole entry, looked up): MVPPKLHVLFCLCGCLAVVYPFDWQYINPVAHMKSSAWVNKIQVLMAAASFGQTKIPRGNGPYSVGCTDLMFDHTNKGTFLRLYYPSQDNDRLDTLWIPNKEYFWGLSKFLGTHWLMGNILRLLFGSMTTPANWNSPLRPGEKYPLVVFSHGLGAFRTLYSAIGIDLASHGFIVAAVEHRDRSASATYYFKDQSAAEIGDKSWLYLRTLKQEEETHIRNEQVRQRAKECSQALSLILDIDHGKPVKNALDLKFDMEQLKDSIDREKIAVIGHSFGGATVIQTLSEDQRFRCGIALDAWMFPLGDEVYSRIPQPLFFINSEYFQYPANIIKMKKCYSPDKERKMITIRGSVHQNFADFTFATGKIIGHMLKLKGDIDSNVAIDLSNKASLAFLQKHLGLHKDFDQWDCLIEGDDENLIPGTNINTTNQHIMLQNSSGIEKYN
PAFAH1B2 FP inh = inhibitors of human PAFAH1B2. P68402. recombinant PAFAH1B2, FP-rhodamine activity probe, fluorescence polarization. inhibition, % at 3.39 µM. actives 1.2% (n = 340,000);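 active = inhibition above the mean of all tested compounds plus 3 SD, cut at about 24% in these data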;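 also: 0% = enzyme with DMSO and 100% = wells lacking PAFAH1B2; many of its hits are not listed in these tables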
Target sequence (P68402 whole entry, looked up): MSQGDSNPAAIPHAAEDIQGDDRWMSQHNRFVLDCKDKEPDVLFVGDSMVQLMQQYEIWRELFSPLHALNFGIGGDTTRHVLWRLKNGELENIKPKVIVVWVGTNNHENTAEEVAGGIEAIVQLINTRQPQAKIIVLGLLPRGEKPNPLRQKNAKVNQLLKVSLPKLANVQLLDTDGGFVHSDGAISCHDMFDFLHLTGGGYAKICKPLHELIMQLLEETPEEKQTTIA
PAFAH2 FP inh = PAFAH2 (human) inhibition. AID 492956. actives 0.99% (n = 340,000). recombinant PAFAH2, FP-rhodamine activity probe, fluorescence polarization. inhibition, % at 3.39 µM. Q99487;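 active = inhibition above the mean over all tested compounds plus 3 SD, cut at about 30% in these data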;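 also: inhibitors block probe labeling of enzyme so polarization drops; 0% = enzyme with DMSO and 100% = wells lacking PAFAH2 protein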
PAD4 FP inh = inhibitors of human PAD4; Q9UM07; recombinant PAD4, RCA probe fluorescence polarization; inhibition, % at 6.36 µM; actives 0.41% (n = 330,000);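 active = percent inhibition above a cutoff equal to the mean of all tested compounds plus 3 SD, cut at about 15% in these data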;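 also: 0% = PAD4 with RCA probe and DMSO and 100% = probe without PAD4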
Fam108B inh = counter-screen for RBBP9 inhibitors: inhibitors of mouse Fam108B | recombinant Fam108B, FP-Rh probe fluorescence polarization | inhibition, % at 9.51 µM | AID 1947 | actives 0.33% (n = 300,000);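 active = inhibition above the screen mean inhibition plus 3 SD, computed separately per campaign, cut at about 18% in these data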;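 also: inhibitors lower polarization as less probe binds the enzyme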
LYPLA1 inh = blocks human lysophospholipase 1, a PME1 counter-screen; recombinant LYPLA1, FP-Rh probe fluorescence polarization; inhibition, % at 5.9 µM; actives 0.16% (n = 320,000); AID 2174;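 active = inhibition above the mean of all tested compounds plus 3 SD, set per campaign, cut at about 14% in these data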;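 also: inhibitors block serine hydrolase probe labeling of LYPLA1 so polarization falls; 0% = enzyme with DMSO and 100% = wells lacking LYPLA1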
GSTO1 inh = blocks human GSTO1 in RBBP9 counter-screen; inhibition, % at 5.96 µM; P78417; actives 1.1% (n = 300,000); AID 1974; recombinant GSTO1, activity-based probe fluorescence polarization;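 active = inhibition above the campaign mean inhibition plus 3 SD, cut at about 35% in these data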;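 also: 0% = GSTO1-1 with DMSO and 100% = wells lacking GSTO1-1 enzyme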
PME-1 primary = blocks human protein phosphatase methylesterase 1; recombinant PME-1, FP-Rh probe fluorescence polarization; actives 0.53% (n = 320,000); inhibition, % at 5.9 µM; AID 2130;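 active = inhibition above the campaign mean of all compounds plus 3 SD, cut at about 26% in these data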;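 also: competitive labeling of PME-1 active site by serine hydrolase directed probe; 0% = PME-1 with DMSO and 100% = wells lacking PME-1 enzyme; inhibitors block probe labeling so polarization falls and inhibition rises; many of its hits are not listed in these tables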
An asterisk follows results filed as active; . = not tested or not shown.

SMILES	PAFAH1B3 inh	pPAFAH inh	PAFAH1B2 FP inh	PAFAH2 FP inh	PAD4 FP inh	Fam108B inh	LYPLA1 inh	GSTO1 inh	PME-1 primary
CCN1C(=O)[C@@H]2[C@@H](c3ccc(-c4ccc(C(C)=O)cc4)cc3)N3CCCC[C@@]3(C(=O)OC)[C@@H]2C1=O	1	3	2	-11	1	-2	1	-12	-1
Cc1cc(N2CCOCC2)nc(SCC(=O)c2ccccc2)n1	-1	7	2	4	2	1	3	-6	6
COc1ccc(S(=O)(=O)N2CCCCC2C(=O)O)cc1 (centres undefined)	7	4	5	16	4	-1	0	5	-3
CCC1Oc2ccc(C)cc2N(CC(=O)NCc2ccco2)C1=O (centres undefined)	5	-6	-4	6	-1	-2	3	13	-10
CCOP(=O)(OCC)C(Nc1ccccn1)c1ccc(F)cc1 (centres undefined)	-3	0	5	-5	-2	1	-2	-1	1
O=C(c1ccc(OC2CCN(C/C=C/c3ccccc3)CC2)cc1)N1CCCC1	5	2	0	0	-7	2	2	4	0
CCN1CCN(C(=O)c2ccc3c(c2)N(Cc2ccc(F)cc2)C(=O)c2ccccc2S3=O)CC1 (centres undefined)	-4	3	11	-2	0	-3	-1	16	-1
COc1ccc(NC(=O)c2cccc(S(=O)(=O)NCc3ccccc3)c2)cc1S(N)(=O)=O	-4	-3	3	7	-1	.	1	.	5
CC1(C)CSC(=NCCc2ccccc2)N1C(=O)c1ccc(C#N)cc1	9	2	5	-3	3	0	-2	4	-4
CCOC(=O)n1c(=O)oc2ccc(Cl)cc21	-4	4	-2	-1	-1	-2	0	2	1
Cc1cnc(C(=O)OCc2cc(=O)n3c(C)cccc3n2)cn1	1	6	1	5	-3	.	.	.	.
CCC(=O)c1cn(CC(=O)Nc2ccc(C)cc2)c2ccccc12	-5	9	1	-6	1	1	3	2	5
COc1ccc(-c2c(NC(=O)c3ccco3)oc3ccccc3c2=O)cc1OC	6	4	2	11	-1	-2	2	-5	-1
Nc1nc(-c2ccccc2)[nH]c(=O)c1N	8	3	2	6	-2	3	-1	6	-1
CCOC(=O)C(C(=O)OCC)C(Nc1ccc(Br)cc1)c1ccccc1 (centres undefined)	8	-2	12	-6	5	0	5	4	-1
CN(CC1CCCO1)S(=O)(=O)c1ccc(C(=O)NCc2ccccc2)cc1 (centres undefined)	9	-2	4	1	-11	1	0	3	4
CC1CCCC(C)N1C(=O)CCN1C(=O)C2C3C=CC(C3)C2C1=O (centres undefined)	10	3	8	5	2	2	1	4	4
O=C(OCC(=O)N1CCCCC1)c1c[nH]c2ccccc12	-5	0	7	8	-1	.	1	.	9
N#C/C(=C\c1ccc(OC(=O)c2cccs2)cc1)c1nc2ccccc2[nH]1	-11	4	-4	-18	-4	-8	-17	-10	-16
Cc1cc(NC(=O)c2c([N+](=O)[O-])c(C)nn2C)no1	3	2	-1	-9	-1	0	1	7	1
COc1ccc(/C=C/C(=O)NCCCN2CCCCCC2)cc1	-1	7	1	-18	2	-1	-1	-4	-1
COc1ccc(N2CCN(C(=O)c3ccccc3F)CC2)c([N+](=O)[O-])c1	6	3	7	6	-1	-1	5	6	2
C=CCn1c(SCC(=O)Nc2cc(C)cc(C)c2)nnc1-c1cnccn1	1	4	1	-5	3	0	0	6	5
Cc1ccccc1C(=O)NCCCc1ccccc1	14	7	-2	-11	6	-1	-2	3	-5
Cc1nc2ccccc2n1CC(=O)N/N=C/c1cccs1	1	6	-4	0	1	-2	1	-6	-1
Following part
SMILES	PAFAH1B3 inh	pPAFAH inh	PAFAH1B2 FP inh	PAFAH2 FP inh	PAD4 FP inh	Fam108B inh	LYPLA1 inh	GSTO1 inh	PME-1 primary
CCN(C(=O)C1CCN(c2nc(-c3ccc(OC)cc3)no2)CC1)c1ccc(OC)cc1	6	5	-2	-2	0	1	-6	-10	6
Cc1c(C(=O)Nc2ccc(S(=O)(=O)N(C)C3CCN(C)CC3)cc2)oc2ccccc12	-3	-3	-2	-3	-3	.	-8	.	2
CC(=O)N/C(=C\c1ccc(F)cc1)C(=O)OC(C)C	8	-2	2	-1	-7	6	4	4	2
O=C(Nc1ccc(S(=O)(=O)NC2CCCC2)cc1)c1cnccn1	0	2	1	-11	0	-2	1	-6	3
COc1ccc(C(=O)CC2OC(=O)c3ccccc32)cc1OC (centres undefined)	-1	1	5	1	-3	-1	-2	31	-4
Cc1c2cnn(-c3ccccc3)c(=O)c2c(C)n1CCCC(=O)NCCN1CCN(C)CC1	-1	-2	3	3	3	-5	0	-2	0
CN(C)c1ccc(NC(=O)CSc2n[nH]c(-c3ccco3)n2)cc1	11	5	-2	0	0	-1	2	6	0
CCCCN(CCCC)C(=O)CN(C)S(=O)(=O)c1ccc2c(c1)n(C)c(=O)c(=O)n2C	7	4	6	0	3	-2	-2	6	0
Cc1nn(-c2ccc(N3CCOCC3)nn2)c(C)c1CCC(=O)NCc1ccccc1F	9	5	0	4	0	0	1	-2	-4
CCC(=O)c1ccc(OCC(O)CN2CCc3ccccc3C2)cc1 (centres undefined)	6	3	12	29	5	-1	-1	7	-2
O=C(CN1C(=O)c2ccccc2S1(=O)=O)c1ccccc1F	9	1	-1	-1	-8	-5	-4	2	2
CCn1c(=O)cc(OCC(=O)N(C)c2ccccc2F)c2ccccc21	8	0	8	3	3	0	2	5	-2
Cc1nn(Cc2ccc(C(=O)n3cccn3)o2)c(C)c1Br	4	3	-2	1	1	3	0	4	-4
COC(=O)CN1C(=S)N(c2ccc(F)cc2)C(=O)C1CC(=O)Nc1ccc(OC)cc1 (centres undefined)	10	5	2	5	-1	1	0	5	-9
Cc1ccsc1C(=O)N1CCN(c2ncccn2)CC1	3	1	3	-2	3	.	0	.	6
CC(=O)c1c(C)[nH]c(C(=O)CSc2nnc(CN3CCCCCC3=O)n2-c2ccccn2)c1C	-3	3	5	5	0	1	4	-2	-7
CCCc1nnc(SCC(=O)N2CCCCC2C)n1CCCOC (centres undefined)	7	8	3	3	1	1	-1	-1	-3
COc1cccc(CNc2ccc(Br)cn2)c1O	2	0	4	75*	-3	-2	2	14	2
N#C/C(=C/c1ccc(CNS(=O)(=O)c2ccccc2)o1)C(=O)NCc1ccccc1	-4	6	10	2	-4	-2	-3	5	-2
CCN1C(=S)N[C@@H](CCc2ccccc2)[C@H](C(=O)OC)[C@H]1C	8	0	15	10	-1	1	4	9	0
O=C1OCCC1S(=O)(=O)c1ccc2ccccc2c1 (centres undefined)	1	3	0	2	-2	0	0	-4	-4
CCOc1ccc(NC(=O)c2c[nH]n3c(=O)cc(C4CCN(C(=O)OC(C)(C)C)CC4)nc23)cc1	9	24	8	15	-3	10	0	5	23
CCOC(=O)C1=C(O)CSC1=Nc1ccccc1	2	5	2	6	-2	-3	2	-9	-5
COc1ccc(-n2nnc3c(SCC(=O)c4ccccc4)ncnc32)cc1	11	1	1	-5	1	0	-1	-2	-6
COc1ccc(Cc2nnc(SCC(=O)N3CCN(c4ccccc4)CC3)o2)cc1	1	-3	1	-4	-1	4	24*	10	0
Cc1ccc(N(CC(=O)O)S(C)(=O)=O)cc1	5	1	10	-2	-9	0	1	-3	1
Cc1ccc(N2C(=O)c3cccc4c(N5CCN(C)CC5)ccc(c34)C2=O)c2cccnc12	.	-1	.	.	3	-1	0	2	6
N=c1ccn(Cc2ccc(F)cc2)cc1	.	2	.	.	-3	1	0	2	-3
CCOC(=O)c1ccc2[nH]c(C)cc(=O)c2c1	5	5	2	2	-3	-1	-3	6	-5
NCCCC[C@H](NC(=O)C1CCNCC1)c1nnc([C@@H](N)CO)o1	8	0	4	-4	-2	0	-1	1	1

Screening results deposited in PubChem by The Scripps Research Institute Molecular Screening Center.

Only part of the results is shown; count on the stated rates, not on these rows.
